High-throughput results: PubChem BioAssay, The Scripps Research Institute Molecular Screening Center
PAFAH1B2 inh – PAFAH1B2 enzyme inhibitors, primary screen, biochemical, fluorescence polarization, human; Platelet-activating factor acetylhydrolase IB subunit alpha2 (Homo sapiens), P68402; recombinant PAFAH1B2, FP-rhodamine activity probe; inhibition, % at 3.39 µM; actives 1.2% (n = 340,000); AID 492953, 2010;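 active = inhibition above the mean of all tested compounds plus 3 SD, cut at about 24% in these data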;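 also: 0% = enzyme with DMSO and 100% = wells lacking PAFAH1B2; many of its hits are not listed in these tables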
Target sequence (P68402 whole entry, looked up): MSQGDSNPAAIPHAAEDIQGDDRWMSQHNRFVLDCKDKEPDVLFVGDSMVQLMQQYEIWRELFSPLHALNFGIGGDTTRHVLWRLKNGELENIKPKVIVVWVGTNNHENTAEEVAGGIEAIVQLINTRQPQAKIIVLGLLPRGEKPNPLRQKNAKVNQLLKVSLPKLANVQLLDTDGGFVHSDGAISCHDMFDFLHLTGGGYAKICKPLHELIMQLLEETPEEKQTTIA
pPAFAH FP inh – pPAFAH enzyme inhibitors, primary screen, biochemical, fluorescence polarization, human; inhibition, % at 3.39 µM; recombinant pPAFAH, FP-rhodamine probe fluorescence polarization; actives 1.5% (n = 330,000);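 active = inhibition above the mean inhibition across the screen plus 3 SD, cut at about 25% in these data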;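 also: inhibitors block binding of the rhodamine activity-based probe so polarization drops; 0% = enzyme with DMSO and 100% = wells lacking pPAFAH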
PAFAH1B3 inh – PAFAH1B3 enzyme inhibitors, primary screen, biochemical, fluorescence polarization, human | actives 0.28% (n = 340,000) | inhibition, % at 3.39 µM | AID 492972, 2010 | recombinant PAFAH1B3, FP-rhodamine probe | Platelet-activating factor acetylhydrolase IB subunit alpha1 (Homo sapiens), Q15102;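 active = inhibition above the screen-wide average of all tested compounds plus 3 SD, cut at about 25% in these data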;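 also: 0% = enzyme with DMSO only and 100% = wells lacking PAFAH1B3 protein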
Target sequence (Q15102 whole entry, looked up): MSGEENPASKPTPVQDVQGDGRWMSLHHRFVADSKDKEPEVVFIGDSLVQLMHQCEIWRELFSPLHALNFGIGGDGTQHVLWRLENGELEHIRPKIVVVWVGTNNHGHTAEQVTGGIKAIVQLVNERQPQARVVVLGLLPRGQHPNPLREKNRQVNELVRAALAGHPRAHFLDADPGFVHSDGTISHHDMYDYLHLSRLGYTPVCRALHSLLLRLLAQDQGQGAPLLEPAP
LYPLA2 inh – LYPLA2 inhibitors, primary screen, counter-screen for PME1 inhibitor project, biochemical, fluorescence polarization, FP-Rh probe ABPP; Acyl-protein thioesterase 2 (Homo sapiens), O95372; recombinant LYPLA2; inhibition, % at 5.9 µM; actives 0.38% (n = 320,000);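 active = inhibition above the screen-wide mean plus 3 SD, limit set per campaign, cut at about 26% in these data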;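 also: 0% = LYPLA2 with DMSO and 100% = wells lacking LYPLA2 enzyme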
Target sequence (O95372 whole entry, looked up): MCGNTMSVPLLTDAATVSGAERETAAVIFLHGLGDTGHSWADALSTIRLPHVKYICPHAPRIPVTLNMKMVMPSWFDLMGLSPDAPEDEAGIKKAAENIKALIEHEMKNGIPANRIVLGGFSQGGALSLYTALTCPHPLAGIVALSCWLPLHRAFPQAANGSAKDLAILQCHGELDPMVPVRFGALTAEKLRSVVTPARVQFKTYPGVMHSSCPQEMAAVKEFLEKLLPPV
PREPL inh – PREPL enzyme inhibitors, primary screen, biochemical, fluorescence polarization. Prolyl endopeptidase-like (Homo sapiens), Q4J6C6. recombinant PREPL, fluorescence polarization activity-based probe. inhibition, % at 5.96 µM. actives 0.68% (n = 320,000); in the data active = inhibition above about 43%;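 also: 0% = enzyme with DMSO and 100% = wells lacking enzyme; many of its hits are not listed in these tables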
ZTA DNA inh – counter-screen for EBNA-1 inhibitors: inhibitors of Epstein-Barr virus ZTA. actives 0.15% (n = 320,000). P03206. inhibition, % at 11 µM. ZTA-DNA binding, fluorescence polarization; in the data active = inhibition above about 33%
Target sequence (P03206 whole entry, looked up): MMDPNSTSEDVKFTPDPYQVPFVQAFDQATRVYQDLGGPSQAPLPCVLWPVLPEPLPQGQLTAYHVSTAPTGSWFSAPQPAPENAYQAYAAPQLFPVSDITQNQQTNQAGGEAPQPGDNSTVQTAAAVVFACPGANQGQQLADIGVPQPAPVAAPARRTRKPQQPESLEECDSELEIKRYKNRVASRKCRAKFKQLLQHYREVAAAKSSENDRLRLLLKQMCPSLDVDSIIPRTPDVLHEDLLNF
PAFAH2 inh – PAFAH2 enzyme inhibitors, primary screen, biochemical, fluorescence polarization, human. Platelet-activating factor acetylhydrolase 2, cytoplasmic (Homo sapiens), Q99487. actives 0.99% (n = 340,000). recombinant PAFAH2, FP-rhodamine activity probe. inhibition, % at 3.39 µM;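 active = inhibition above the mean over all tested compounds plus 3 SD, cut at about 30% in these data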;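 also: inhibitors block probe labeling of enzyme so polarization drops; 0% = enzyme with DMSO and 100% = wells lacking PAFAH2 protein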
EBNA-1 inh – EBNA-1 DNA-binding inhibitors, primary screen, biochemical, fluorescence polarization; inhibition, % at 14.8 µM; actives 0.34% (n = 300,000); AID 1950, 2009; in the data active = inhibition above about 28%
LYPLA1 counter – LYPLA1 inhibitors, primary screen, counter-screen for PME1 inhibitor project, biochemical, fluorescence polarization, FP-Rh probe ABPP; Acyl-protein thioesterase 1 (Homo sapiens), O75608; recombinant LYPLA1; inhibition, % at 5.9 µM; actives 0.16% (n = 320,000); AID 2174, 2009;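 active = inhibition above the mean of all tested compounds plus 3 SD, set per campaign, cut at about 14% in these data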;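 also: inhibitors block serine hydrolase probe labeling of LYPLA1 so polarization falls; 0% = enzyme with DMSO and 100% = wells lacking LYPLA1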
Numbers without * were called inactive; x = not tested or not shown. An excerpt (hit frequency here may not be typical).

SMILES	PAFAH1B2 inh	pPAFAH FP inh	PAFAH1B3 inh	LYPLA2 inh	PREPL inh	ZTA DNA inh	PAFAH2 inh	EBNA-1 inh	LYPLA1 counter
COc1cc(N2CCOCC2)ncn1	5	2	8	0	3	3	2	5	-2
CC(CN1CCN(C)CC1)OC(=O)c1ccc(Cl)cc1 (centres undefined)	3	3	10	0	-6	-4	1	5	3
COC(=O)/C=C/c1ccc2c(c1)OCO2	1	-6	0	0	8	6	-5	1	-3
O=C(CCCn1c(=S)[nH]c2ccsc2c1=O)NC1CCCCC1	5	5	4	1	0	6	-3	10	2
O=C(NC(=S)NCCc1ccccc1)c1ccccc1	9	1	2	7	6	6	4	1	-3
COC(=O)NNC(=O)COc1ccc(Br)c(C)c1	-2	-1	10	-9	1	-6	13	3	-4
COc1cc(N/N=C/c2ccc(N(C)C)cc2)ncn1	9	6	1	0	14	3	6	2	-1
COC(=O)c1ccc(NC(=S)Nc2ccccn2)cc1	2	1	1	1	4	5	15	9	2
COc1cccc(C(=O)COc2ccccc2-c2ccccc2)c1	1	3	-1	-3	5	-8	-1	-14	-2
COc1ccc(/C=N/Nc2nc(-c3cccnc3)nc3ccccc23)cc1OC	2	5	5	-15	40	-4	5	-13	-7
COc1ccc(C(=O)N2CCCC(c3nc(-c4ccc(OC)c(OC)c4)no3)C2)c(OC)c1 (centres undefined)	-1	1	15	1	4	4	6	14	0
C[n+]1cccc(C(=O)[O-])c1	-1	3	11	3	-8	-7	-3	-5	1

Taken from the results shown, 5 compounds:
SMILES	PAFAH1B2 inh	pPAFAH FP inh	PAFAH1B3 inh	LYPLA2 inh	PREPL inh	ZTA DNA inh	PAFAH2 inh	EBNA-1 inh	LYPLA1 counter
COC(=O)c1ccc(NC(=S)Nc2ccccn2)cc1	2	1	1	1	4	5	15	9	2
COc1cccc(C(=O)COc2ccccc2-c2ccccc2)c1	1	3	-1	-3	5	-8	-1	-14	-2
COc1ccc(/C=N/Nc2nc(-c3cccnc3)nc3ccccc23)cc1OC	2	5	5	-15	40	-4	5	-13	-7
COc1ccc(C(=O)N2CCCC(c3nc(-c4ccc(OC)c(OC)c4)no3)C2)c(OC)c1 (centres undefined)	-1	1	15	1	4	4	6	14	0
C[n+]1cccc(C(=O)[O-])c1	-1	3	11	3	-8	-7	-3	-5	1

Remaining list, next part.
SMILES	PAFAH1B2 inh	pPAFAH FP inh	PAFAH1B3 inh	LYPLA2 inh	PREPL inh	ZTA DNA inh	PAFAH2 inh	EBNA-1 inh	LYPLA1 counter
CC1=C(C(=O)OCc2ccc3c(c2)OCO3)C(c2ccc(F)cc2)NC(=O)N1 (centres undefined)	4	2	7	-3	9	18	3	7	-6
O=C1C=C(c2ccc(CO)cc2)C[C@@H](c2ccc3c(c2)OCO3)C1	1	-1	3	7	11	11	1	x	1
Cc1ccc(C2=NN(CC(=O)NCc3ccccn3)C(=O)CC2)cc1	2	3	8	8	9	-8	4	-6	7
COc1ccccc1-c1c(NC(=O)C(C)C)n(C)c2ccccc2c1=O	5	5	4	-4	-3	0	-11	5	3
CCOC(=O)c1c(-c2ccccc2)csc1NC(=O)c1cccc(N2C(=O)CCC2=O)c1	-5	5	1	-8	-24	-7	1	-7	-11
O=C1c2ccccc2S(=O)(=O)c2cc(N3CCN(c4ccccn4)CC3)ccc21	2	4	3	-12	6	4	9	2	-2
Nc1ccccc1C(=O)N=Nc1[nH]c(N)c2ccccc12	6	7	4	2	-9	-4	10	-1	-2
Cc1cccc(NC(=O)CN2C(=O)S/C(=C\c3ccc(O)c([N+](=O)[O-])c3)C2=O)c1	7	29*	26*	81*	18	17	27	5	1
Nn1c(SCc2ccc([N+](=O)[O-])cc2)nc2ccccc2c1=O	1	-3	0	4	7	-16	0	-25	2
COc1ccc(OC)c(-n2c(-c3cccc(S(=O)(=O)N(C)C)c3)n[nH]c2=S)c1	-1	-3	3	-1	3	-6	5	9	0
FC(F)(F)c1cnc2c(c1)Nc1ccccc1S2	0	11	2	-7	7	-15	-1	-1	-1
Cn1ncc2c(NCc3ccccc3)ncnc21	5	0	-2	2	1	9	-1	14	-2
O=C(c1cccs1)N(c1ccc(Cl)cc1)C1C=CS(=O)(=O)C1 (centres undefined)	8	-1	5	-3	4	-17	-4	0	2
CCOc1ccccc1CNC(=O)CCc1cn(CC)c2ccccc12	-1	9	0	-4	-4	4	0	11	-4
Cc1ccc(N/N=C2\CS(=O)(=O)N(C)c3ccsc32)cc1	10	11	13	1	72*	12	4	-13	-5
COC(=O)c1ccc(COc2ccc(-c3nn[nH]n3)cc2)cc1	3	-1	0	2	-11	-7	-5	8	-4
COC(=O)c1ccccc1Oc1ccc(NC(=O)c2ccco2)cc1	-2	4	6	0	-3	3	4	8	-3
COc1cccc(NC(=O)CN(C)C(=O)c2csc3c2CCCC3)c1	-1	6	-3	1	2	-3	-3	x	0
Cn1c(CCC(=O)O)nc2cc(S(=O)(=O)N3CCCCC3)ccc21	-2	4	2	8	7	-15	2	x	2
COc1ccccc1NC(=O)c1ccccc1-c1nc(-c2ccccc2OC)no1	6	4	-4	-3	3	5	4	7	-1
CCCC(C)C(=O)NCc1ccc2c(c1)OCO2 (centres undefined)	-4	-5	6	-13	4	4	-1	-15	-6
Cc1ccc(NC(=O)COC(=O)COc2cccc3c2OC(C)(C)C3)cc1S(=O)(=O)N1CCOCC1	1	3	7	0	1	5	3	7	0
CC(=O)C1=C(O)C(=O)N(c2ccc(O)cc2)C1c1ccccc1[N+](=O)[O-] (centres undefined)	1	0	-1	1	2	1	-4	-6	-1
O=C(CN1C(=O)NC(c2ccccc2)(c2ccccc2)C1=O)Nc1ccc(N2CCOCC2)cc1	5	3	8	x	28	x	3	x	x
CCN(CC)CCn1c2c(c(SCC(=O)Nc3ccc(C)c(F)c3)nc1=O)CCCC2	-5	-2	3	0	27	-17	0	13	-3
O=C(NCC1CCCO1)c1ccc(NS(=O)(=O)c2cccs2)cc1 (centres undefined)	3	-1	5	3	11	13	-4	1	1
CN(C)CCNC(=O)c1[nH]nc2c1CCc1ccccc1-2	5	0	8	1	-2	17	1	-3	-4
CCn1c(/C=C2\C(=O)Nc3ccccc32)nc2ccccc2c1=O	5	1	0	1	6	-26	-1	10	2
COc1cc(CNc2ccc(CNc3ncn[nH]3)cc2)ccc1OCC(=O)NC(C)(C)C	4	-3	8	8	2	-8	-3	-12	5
O=C(NCC1CC1)[C@]1(C(F)(F)F)C[C@H](CCC2CCCCC2)CCCO1	0	3	4	-2	-1	18	-5	11	1
CCCCCC#CCC#CCC#CCC#CCCCC(=O)O	x	61*	x	10	-4	19	x	6	0
COc1ccnc(NCc2cccc(C(F)(F)F)c2)c1C#N	3	3	8	3	-9	1	1	2	4
C/C(Cl)=C/Cn1c(SCC(C)C)nc2c1c(=O)[nH]c(=O)n2C	8	2	7	3	19	0	1	3	2
O=C(Nc1ccccc1Cl)c1ccc2nc(N3CCOCC3)sc2c1	-1	-6	-3	-4	-5	-2	-2	-10	-1
Cc1cc(OCC(=O)Nc2nccs2)c2c(C)cc(=O)oc2c1	-1	3	11	4	7	-7	3	-16	2
O=C(NNC(=O)c1ccc(Cl)cc1Cl)c1csc(-c2cccnc2)n1	1	6	3	2	0	-24	3	-5	-2
CCC(C)Nc1nc(N)c([N+](=O)[O-])c(Nc2ccccc2OC)n1 (centres undefined)	6	7	7	-11	12	9	5	8	-6
CCOC(=O)C(NCCCCl)c1ccccc1 (centres undefined)	-1	0	4	9	-10	2	5	8	-1
Cc1c(/C=N/Nc2ccc([N+](=O)[O-])cn2)c2ccccc2n1Cc1ccccc1	-2	0	9	-2	8	-25	-2	-1	1
Cc1cccc(C2=NN(c3ccccc3)[C@@H](C(=O)N3CCOC3=O)[C@@H]2c2ccc([N+](=O)[O-])cc2)c1	4	9	8	x	x	x	-5	x	x
COCc1cc(C)nc(Nc2ccc(C)c(C)c2)c1C#N	-3	-1	1	0	15	7	10	-6	2
Cc1nnc(N/N=C/c2cccc(C(F)(F)F)c2)n1N	2	4	12	-4	3	12	-5	9	0
CNc1oc(-c2ccccc2Cl)nc1C#N	2	1	-1	0	-13	9	-3	-3	3
CCCCNS(=O)(=O)c1ccc(OC)c(Cl)c1Cl	-2	-3	1	-4	-7	-19	2	7	-1
Cc1cc(C)n2nc(SCC(=O)Nc3ccccc3)nc2n1	4	-3	6	-3	-1	-10	-6	6	0
Cn1nc(CC(=O)NC2CCCCCCCCCCC2)c2ccccc2c1=O	9	0	0	3	19	-2	3	3	6
CCN1C(=O)C(F)(CC)C(=O)c2ccccc21 (centres undefined)	-3	1	-5	8	4	-6	-3	4	4
CCNc1nc(N2CCCC2)nc(N2CCCC2)n1	-1	0	3	-6	15	5	-5	-6	-2
CCN(CC)S(=O)(=O)c1ccc(Cl)c(C(=O)Oc2cccnc2)c1	-1	2	6	-4	-14	5	-2	7	-1
Cc1cccc(Cn2c(SCCO)nc3c2c(=O)n(C)c(=O)n3C)c1	6	2	5	2	-12	2	-1	4	0
O=C1NC(=O)C(CC(=O)N(Cc2ccco2)C2(C(=O)NC3CCCCC3)CCCCC2)N1 (centres undefined)	2	-4	4	-1	6	-24	3	-15	-4
O=C(NCC(c1cccnc1)N1CCN(c2ccc(F)cc2)CC1)c1ccc2c(c1)OCO2 (centres undefined)	0	0	4	5	-8	-1	0	-7	0
O=C(C1CC1)N1CCN=C1SCc1ccc(Cl)cc1	10	0	-2	-1	12	9	5	-7	-1
CCOc1ccc(NC(=O)c2ccc3snnc3c2)cc1	3	1	12	3	-1	8	-4	10	-3
CCN(C(=O)CSc1nc2ccccc2c(=O)n1Cc1ccc(C)cc1)C1CCS(=O)(=O)C1 (centres undefined)	0	4	11	2	3	8	0	2	1
CC(C)OCCCNC(=O)CCN1C(=O)COc2ccccc21	0	0	7	4	-2	-4	17	9	-2
CC(C)(C)C1CCC(C(=O)NNC(=O)c2ccncc2)CC1 (centres undefined)	19	4	10	6	4	13	4	-2	-1
COc1ccccc1N1CCN(C2CCC(C)CC2)CC1 (centres undefined)	0	3	-1	0	-4	1	3	3	-1
CCN(Cc1ccccc1)S(=O)(=O)c1cc(C(=O)NC2CCCCCC2)ccc1OC	4	6	1	-6	9	-9	-7	2	0
C[C@H]1CC[C@H]2C(=O)N3[C@H](c4cccc(N5CCCC5=O)c4)[C@@H](C)CC[C@H]3C(=O)N2[C@@H]1c1cccc(N2CCCC2=O)c1	x	0	x	7	0	-4	x	4	1

Next part:
SMILES	PAFAH1B2 inh	pPAFAH FP inh	PAFAH1B3 inh	LYPLA2 inh	PREPL inh	ZTA DNA inh	PAFAH2 inh	EBNA-1 inh	LYPLA1 counter
Cc1nnc(C)n1/N=C/c1cccn1C	-2	2	4	-5	-7	1	-1	-3	-1
CCn1cc(CCC(=O)NCc2cccc(OC)c2OC)c2ccccc21	2	4	8	0	5	1	0	2	-3
CCOc1ccc(C(=O)CCC(=O)NC2=NCCS2)cc1	2	4	10	3	7	-12	1	0	0
Cc1ccc(-c2cc(-c3ccccc3O)nc(N/N=C/c3cccnc3)n2)cc1	0	0	-6	-2	14	-6	-5	-3	-2
N#Cc1c(N2CCCCC2)nc(N)c2c(N)nc(SCC(=O)O)cc12	16	28*	15	-4	24	0	22	1	-4
Cc1ccc2nc(NC(=O)COC(=O)c3ccco3)sc2c1	3	-2	12	1	17	-3	11	-9	-3
